Screening results: PubChem, several laboratories
CCHF vOTU inh – CCHFV vOTU protease inhibitors, primary screen, biochemical, Pep-AMC substrate, fluorescence | 0.55% of 370,000 active | Crimean-Congo hemorrhagic fever virus L polyprotein viral ovarian tumor (vOTU) protease … | AID 651958, 2012 | inhibition, % at 11.5 µM; in the data active means inhibition above about 30%; further: 0% = vehicle wells with enzyme and 100% = no enzyme wells
PfHsp40 yeast – rescue of yeast from PfHsp40 toxicity, primary screen, S. cerevisiae, ATP luminescence; S. cerevisiae expressing PfHsp40, growth rescue; growth rescue, % at 12.5 µM; 0.68% of 340,000 active; AID 504582, 2011; in the data active means growth rescue above about 28%, passing the limit was not always enough; inconclusive means no clear call, values can overlap the other calls;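 further: yeast W303a lacking pdr1 and pdr3 grown in galactose medium; growth measured after three days at 30 °C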
TcdB GH inh – TcdB glycohydrolase inhibitors, primary screen, biochemical, single point, plate reader. inhibition, % at 9.99 µM. Toxin B (Clostridioides difficile), P18177. TcdB glycohydrolase enzymatic assay. 0.24% of 350,000 active; in the data active means inhibition above about 10%
Target sequence (P18177 whole entry, looked up): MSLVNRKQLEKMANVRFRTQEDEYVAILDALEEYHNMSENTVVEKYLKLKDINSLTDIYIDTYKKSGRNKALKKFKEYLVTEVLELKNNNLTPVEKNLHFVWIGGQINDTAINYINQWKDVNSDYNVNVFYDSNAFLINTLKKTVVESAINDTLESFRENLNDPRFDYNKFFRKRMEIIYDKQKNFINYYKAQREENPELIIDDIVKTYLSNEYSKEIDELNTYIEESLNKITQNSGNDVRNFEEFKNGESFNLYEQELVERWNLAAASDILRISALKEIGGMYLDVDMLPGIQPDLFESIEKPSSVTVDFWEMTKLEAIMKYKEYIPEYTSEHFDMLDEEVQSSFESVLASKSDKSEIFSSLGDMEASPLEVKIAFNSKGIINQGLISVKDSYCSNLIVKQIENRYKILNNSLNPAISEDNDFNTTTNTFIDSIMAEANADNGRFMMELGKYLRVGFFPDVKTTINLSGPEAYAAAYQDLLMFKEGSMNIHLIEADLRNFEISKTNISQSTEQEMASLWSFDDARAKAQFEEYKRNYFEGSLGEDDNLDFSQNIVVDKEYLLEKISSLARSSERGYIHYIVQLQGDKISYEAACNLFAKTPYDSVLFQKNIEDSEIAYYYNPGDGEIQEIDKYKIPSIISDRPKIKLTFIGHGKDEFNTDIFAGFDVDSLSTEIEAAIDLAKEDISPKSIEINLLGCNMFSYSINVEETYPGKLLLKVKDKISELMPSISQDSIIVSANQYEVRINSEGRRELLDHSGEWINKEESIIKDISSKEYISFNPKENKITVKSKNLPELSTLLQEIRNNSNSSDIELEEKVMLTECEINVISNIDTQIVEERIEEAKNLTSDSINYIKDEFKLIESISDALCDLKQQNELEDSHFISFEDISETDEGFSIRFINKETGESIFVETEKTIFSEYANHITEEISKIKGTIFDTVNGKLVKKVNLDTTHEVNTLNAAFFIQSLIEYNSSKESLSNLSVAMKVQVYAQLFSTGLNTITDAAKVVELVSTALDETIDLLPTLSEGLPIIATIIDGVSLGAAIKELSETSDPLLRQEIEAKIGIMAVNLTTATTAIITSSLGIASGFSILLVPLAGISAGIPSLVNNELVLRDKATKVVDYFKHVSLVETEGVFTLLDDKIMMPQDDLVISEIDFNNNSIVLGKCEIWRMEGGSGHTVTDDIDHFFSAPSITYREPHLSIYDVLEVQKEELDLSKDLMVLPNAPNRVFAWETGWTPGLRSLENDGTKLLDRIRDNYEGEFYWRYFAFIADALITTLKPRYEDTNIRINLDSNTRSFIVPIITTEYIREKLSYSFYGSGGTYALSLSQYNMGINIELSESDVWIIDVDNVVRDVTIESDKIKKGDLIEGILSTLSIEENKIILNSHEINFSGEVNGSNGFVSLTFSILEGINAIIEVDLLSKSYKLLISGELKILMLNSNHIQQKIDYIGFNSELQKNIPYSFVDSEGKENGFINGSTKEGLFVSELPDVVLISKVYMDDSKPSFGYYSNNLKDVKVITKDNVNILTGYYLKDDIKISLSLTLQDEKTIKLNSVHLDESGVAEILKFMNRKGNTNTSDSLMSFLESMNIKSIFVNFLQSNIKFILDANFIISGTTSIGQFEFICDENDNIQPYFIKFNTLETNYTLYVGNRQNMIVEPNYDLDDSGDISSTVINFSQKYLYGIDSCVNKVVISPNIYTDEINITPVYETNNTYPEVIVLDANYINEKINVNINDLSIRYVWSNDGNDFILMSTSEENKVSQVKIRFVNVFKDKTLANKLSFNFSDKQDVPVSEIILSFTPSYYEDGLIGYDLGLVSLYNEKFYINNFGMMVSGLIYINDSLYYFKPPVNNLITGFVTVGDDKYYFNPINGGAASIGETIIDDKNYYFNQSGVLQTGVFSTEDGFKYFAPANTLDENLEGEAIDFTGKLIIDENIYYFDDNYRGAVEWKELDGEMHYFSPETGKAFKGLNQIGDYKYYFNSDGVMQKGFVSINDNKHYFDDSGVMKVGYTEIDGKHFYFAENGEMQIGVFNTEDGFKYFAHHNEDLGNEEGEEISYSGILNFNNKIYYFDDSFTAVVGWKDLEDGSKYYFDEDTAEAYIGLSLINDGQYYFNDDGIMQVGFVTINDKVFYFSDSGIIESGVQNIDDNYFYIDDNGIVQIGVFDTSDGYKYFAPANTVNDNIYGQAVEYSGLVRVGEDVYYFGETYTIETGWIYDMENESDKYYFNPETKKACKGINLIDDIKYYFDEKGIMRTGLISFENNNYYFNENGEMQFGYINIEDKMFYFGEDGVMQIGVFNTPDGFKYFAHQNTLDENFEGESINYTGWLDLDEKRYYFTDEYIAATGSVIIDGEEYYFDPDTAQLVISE
BoNT-A LC inh2 – BoNT/A light chain protease inhibitors, primary screen, biochemical, flow cytometry, MLPCN library; multiplex microsphere protease substrate cleavage; inhibition, % at 10 µM; Botulinum neurotoxin type A light chain protease (Clostridium botulinum A str. ATCC 3502); 0.17% of 360,000 active; further: plate controls were buffer without enzyme for full effect and enzyme alone for no effect
PrPC surface inh – inhibitors of human cell surface prion protein PrPC, primary screen, cell-based, TR-FRET; 0.43% of 370,000 active; TR-FRET read-out; inhibition, % at 13.8 µM; Major prion protein (Homo sapiens), P04156; in the data active means inhibition above about 24%; further: 0% = median of the test wells and 100% = reference compound wells
Y pestis TopoI – Yersinia pestis topoisomerase I inhibitors, primary screen, biochemical, cleavage product accumulation, plate reader, single point; DNA topoisomerase I (Yersinia pestis CO92); Y. pestis Topo-I cleavage product accumulation; activity, % at 10 µM; 0.064% of 360,000 active; AID 504884, 2011; in the data active means activity above about 50%, passing the limit was not always enough; inconclusive means no clear call, values can overlap the other calls; further: inactives centre near 2
FadD28 FP inh – inhibitors of FadD28 bisubstrate probe binding, primary screen, biochemical, fluorescence polarization, single point; 0.22% of 360,000 active; AID 588549, 2011; inhibition, % at 12.5 µM; Mycobacterium tuberculosis FadD28 fatty-acid-AMP ligase; in the data active means inhibition above about 8.5%, passing the limit was not always enough; inconclusive means no clear call, values can overlap the other calls
BoNT F protease – BoNT/F light chain protease inhibitors, primary screen, biochemical, flow cytometry, MLPCN library; Botulinum neurotoxin type F light chain protease (Clostridium botulinum); Multiplex microsphere protease cleavage assay; inhibition, % at 10 µM; 0.22% of 360,000 active; in the data active means inhibition above about 35%, passing the limit was not always enough; inconclusive means no clear call, values can overlap the other calls; further: plate controls were buffer without enzyme for full effect and enzyme alone for no effect
Anthrax LF prot – Bacillus anthracis LF protease inhibitors, primary screen, biochemical, multiplex microsphere, MLPCN library | Lethal factor (Bacillus anthracis), P15917 | multiplex microsphere protease cleavage assay | inhibition, % at 10 µM | 0.12% of 360,000 active | AID 588501, 2011; further: plate controls were buffer without enzyme for full effect and enzyme alone for no effect
Numbers without * were called inactive; ? = inconclusive; · = no result given. Unless noted, no stated cut-off is given here; in the data, active means inhibition above about 30%; inconclusive means no clear call, values can overlap the other calls; inactive means below that.

SMILES	CCHF vOTU inh	PfHsp40 yeast	TcdB GH inh	BoNT-A LC inh2	PrPC surface inh	Y pestis TopoI	FadD28 FP inh	BoNT F protease	Anthrax LF prot
CCN(C(=O)COC(=O)C1CC1)c1c(N)n(Cc2ccccc2)c(=O)[nH]c1=O	4	-2.4	1.8	0.8	-13	-6	0.1	3	-2
CCN1CNC(=S)N(CCc2ccccc2)C1	-20	0.7	0.4	-0.9	-3	2	-0.3	-9	-2
CCCCNC(=O)C(C#N)c1nc2ccccc2nc1N1CCN(c2ccccc2F)CC1 (configuration not stated)	17	-0.1	·	12	3	6	1.6	10	13
Cc1nnc(NC(=O)c2oc3ccccc3c2C)s1	10	-0.3	2.9	0.4	-2	8	-0.2	-1	-4
CSc1ccccc1NC(=O)Nc1ccccc1	-7	-0.3	1.9	?	5	-6	-3.9	-8	-2
CC(=O)c1cccc(N(C(=O)c2ccco2)C(C(=O)NC2CCCC2)c2ccncc2)c1 (configuration not stated)	-2	1.9	·	-0.2	-2	-5	-1.7	4	-8
Cc1cc2nnc(SCC(=O)OC(C)C)n2c2ccccc12	-12	-0.4	·	-0.6	-2	-2	-3.8	-11	-5
CC(C)Cn1c(O)c(/C=C2\C=NN=C2c2ccccc2)sc1=S	12	0.2	·	2.5	-3	-5	-2.1	-6	2
O=C1NN(c2ccc(Cl)c(Cl)c2)C(=O)/C1=C/c1ccc(-c2ccccc2C(=O)O)o1	12	0.2	1.9	0.7	-1	-7	13*	-15	11
CC(C)(C)NC(=O)NC(=O)C[n+]1ccc(Cc2ccc([N+](=O)[O-])cc2)cc1	-14	-0.4	0.9	-3.1	-44	-12	-4.0	1	-16
O=C(O)c1ccccc1-c1ccccc1C(=O)Nc1ccc2oc(=O)c3ccccc3c2c1	10	·	-1.9	-0.3	5	2	-18	-3	-3
CCOc1cc(CNCCc2ccccc2F)ccc1OC	-5	0.2	1.6	10	-6	3	-4.1	83*	13
CC(C)(C)c1ccc(OCCC(=O)Nc2cccc(S(=O)(=O)N3CCCCC3)c2)cc1	26	1.0	3.1	-0.6	24*	20	-0.7	-4	-6
C(=NOCCc1ccccc1)c1ccncc1	13	-1.5	8.6	-0.2	-2	8	-1.5	-2	6
CCCCN(CC)CCNC(=O)C1c2cc(OC)c(OC)cc2C(=O)N2CCc3ccccc3C12 (configuration not stated)	4	-0.3	·	-1.4	-5	9	0.1	-32	-4
Nc1nc(SC2c3cccc4cccc(c34)C2NS(=O)(=O)c2ccccc2)n[nH]1 (configuration not stated)	10	0.3	·	0.3	5	-9	-7.0	2	-1
COc1ccc(CN(C(=O)c2ccco2)C2CC(C)N(C)CC2C)cc1 (configuration not stated)	-8	-0.8	·	-1.1	-10	2	-1.5	1	-4
CC(C)CN(C(=O)COC(=O)c1c2c(nc3ccccc13)CCC2)c1c(N)n(Cc2ccccc2)c(=O)[nH]c1=O	-1	-1.2	0.8	-1.0	-4	60*	-2.1	-3	-1
Cc1cccn2c(=O)c(/C=C(\C#N)S(=O)(=O)c3ccccc3)c(N3CCCCC3)nc12	-16	·	-0.3	·	-5	24	-0.1	·	·
CCCn1nc(C(=O)Nc2cc(OCC)c(N3CCOCC3)cc2OCC)c2ccccc2c1=O	26	0.7	3.1	-0.3	6	4	-1.8	-7	-10

Ordered by count of non-hydrogen atoms (smallest number first): part of the list above.
SMILES	CCHF vOTU inh	PfHsp40 yeast	TcdB GH inh	BoNT-A LC inh2	PrPC surface inh	Y pestis TopoI	FadD28 FP inh	BoNT F protease	Anthrax LF prot
CCOc1cc(CNCCc2ccccc2F)ccc1OC	-5	0.2	1.6	10	-6	3	-4.1	83*	13
COc1ccc(CN(C(=O)c2ccco2)C2CC(C)N(C)CC2C)cc1 (configuration not stated)	-8	-0.8	·	-1.1	-10	2	-1.5	1	-4
O=C(O)c1ccccc1-c1ccccc1C(=O)Nc1ccc2oc(=O)c3ccccc3c2c1	10	·	-1.9	-0.3	5	2	-18	-3	-3

More records follow:
SMILES	CCHF vOTU inh	PfHsp40 yeast	TcdB GH inh	BoNT-A LC inh2	PrPC surface inh	Y pestis TopoI	FadD28 FP inh	BoNT F protease	Anthrax LF prot
Cc1ccc(NC(=O)COC(=O)c2ccc(CN3CCCC3=O)cc2)c(Cl)c1	4	1.0	-0.4	-1.1	-9	15	-4.0	-2	0
Cc1cc(/C=C2\C(=N)N3N=C(C(C)C)SC3=NC2=O)c(C)n1Cc1ccccc1	1	-0.5	0.6	-1.7	-2	4	-3.2	?	-6
Cc1ccc(-c2nc3ccccc3s2)cc1NC(=S)NC(=O)c1ccccc1	10	-1.6	·	0.1	-7	7	-4.3	-3	-5
O=C(NCCN1CCOCC1)c1ccc(CS(=O)(=O)c2ccc(Cl)cc2)o1	4	3.2	-1.5	0.6	-6	5	1.8	0	-2
O=C(NCc1ccco1)c1c[nH]c2ccc(S(=O)(=O)N3CCOCC3)cc2c1=O	4	0.8	·	-0.2	0	8	-4.7	7	2
Cc1ccc(C(=O)Oc2ccc(/C=N/NC(N)=O)cc2)cc1	-8	-0.5	1.0	-1.1	-2	7	-1.0	-2	-4
CCc1cccc(OCCCCNCCO)c1	4	1.8	·	·	-3	-6	-2.9	·	·
CCOC(=O)C1CCN(C(=O)c2cc(S(=O)(=O)N3CCOCC3)c(Cl)cc2Cl)CC1	5	0.5	·	-0.6	0	2	-0.5	-4	1
COc1ccc(C2=Nn3c(nnc3-c3ccncc3)SC2)cc1OC	-5	-0.3	·	3.5	-9	6	-0.4	2	-10
CN1C(=S)SC(/[N+]([O-])=C/c2ccc(Cl)cc2)C1(C)C (configuration not stated)	8	-0.3	-0.7	-0.3	10	-3	-0.8	-6	-6
Cc1cc(Cl)cc(Br)c1OCCCN1C(=O)NC(C)(C)C1=O	2	0.3	·	4.3	-8	23	-0.4	7	1
COC(=O)c1cc(-c2cccc(OC)c2)n[nH]1	8	-0.7	·	0.9	1	-5	-0.5	8	1
CC(=O)c1c(-c2ccc(Cl)cc2)c2ccccc2[nH]c1=O	3	-0.1	1.7	-0.7	0	4	-2.5	-4	-2
CNS(=O)(=O)c1cn(CC(=O)NCc2cccc(OC)c2)cc1S(=O)(=O)NC	-4	0.5	0.1	0.6	1	7	·	-15	13
COc1cc(OC)c(-c2nn3c(-c4ccco4)nnc3s2)cc1OC	-21	-0.4	·	-2.1	-12	5	-7.4	4	-12
Cc1ccc(S(=O)(=O)c2nnn(-c3cccc(F)c3)c2N)cc1	7	0.1	1.5	-0.2	3	-3	0.0	-8	-1
O=C(O)C1Cc2ccccc2CN1C(=O)COc1ccc(Cl)cc1Cl (configuration not stated)	-1	0.0	1.6	-0.2	-2	16	0.4	-2	-3
Nc1[nH]c(C(=O)c2ccccc2)c(-c2ccc(Cl)cc2Cl)c1C(=O)c1ccc(Br)cc1	-7	·	1.2	-1.6	-6	·	·	-6	4
C[C@]12c3[nH]c4ccc(Cl)cc4c3CCN1C(=O)[C@@H](CC(=O)NCCC1=CCCCC1)C[C@@H]2C(=O)N1CCCCC1	-3	-1.3	0.9	0.3	5	8	-3.9	-1	0
COc1ccc(C(=O)C(OC(=O)CNC(=O)c2ccco2)c2ccccc2)cc1 (configuration not stated)	-10	-0.2	·	1.5	7	2	0.6	6	-3
CCCCN=C1CC(C)(C)CC(=O)/C1=C(/O)CCCN1C(=O)c2ccccc2C1=O	19	5.9	0.1	-0.4	-2	23	-1.4	4	-1
CCCN1CCN(C(=O)C2CCN(S(=O)(=O)c3c(C)noc3/C=C/c3ccc(C)cc3)CC2)CC1	24	-0.3	2.0	-1.8	-6	30	-1.4	-3	-6
CC(C)(C)c1nnc(NC(=O)Cc2ccc(Br)cc2)s1	-16	0.2	1.1	-0.9	-6	-1	-0.4	-3	0
CCOC(=O)CN(C(=O)CNC(=O)c1ccco1)C(C(=O)NC1CCCCC1)c1cccnc1 (configuration not stated)	0	0.3	-0.3	-0.3	7	1	-0.7	4	-1
Cc1ccc(C(=O)C2C(=O)c3ccccc3C2=O)cc1	-7	4.1	·	0.3	-4	-6	-0.6	-11	-5
Cc1ccc(CN(C)C(=O)c2cccc(S(=O)(=O)N3CCN(c4ccccc4)CC3)c2)cc1	8	7.7	0.1	0.3	7	24	-4.6	4	0
C=CCOc1cccc(C2C(C(=O)c3ccc(C)o3)=C(O)C(=O)N2c2nccs2)c1 (configuration not stated)	5	2.5	·	0.8	3	11	-2.4	23	2
C=CCN(C(=O)c1csnn1)C(C(=O)NC1CCCCC1)c1ccc(C)cc1 (configuration not stated)	-3	-0.4	0.7	-1.4	7	10	0.6	-3	-8
COc1cc(C(C(=O)NC2CCCCC2)N(C(=O)c2snc(C(N)=O)c2N)c2ccc(C)cc2)ccc1O (configuration not stated)	-14	0.6	0.6	0.2	3	18	·	-5	-2
Cc1ccc(N(CC(=O)NC(C)(C)C)C(=O)CNC(=O)c2cccs2)c(C)c1	4	0.7	2.1	-0.7	7	6	0.1	-9	-7
O=C1/C(=C/c2cccnc2)SC(=S)N1c1ccccc1	4	0.8	-4.7	0.6	5	0	-3.8	5	-1
NC(=O)c1ccccc1[N+](=O)[O-]	-1	0.2	0.4	-0.3	0	6	-3.9	-7	1
CCOC(=O)C(CO)(NC(C)=O)C(=O)OCC	4	0.1	·	1.5	0	3	-2.0	?	0
CCOC(=O)c1cnn(-c2ccc(C(F)(F)F)cn2)c1N	0	-0.5	·	0.6	-1	-5	-3.5	1	-1
CCC(C)[C@H](NC(=O)NCc1cccs1)C(=O)O (some centres not stated)	9	-0.2	·	0.2	-5	7	0.9	7	-6
C=CCOC(=O)C1=C[C@@H](C2CCCCC2)C[C@@H](OCc2ccc(CO)cc2)O1	16	0.8	-7.7	0.2	6	23	-3.0	-5	-4
COc1cc(C)c2c(c1OC)C(=O)CC2	-28	-0.7	2.7	0.7	8	-5	-3.9	7	-1
CCCCOC(=O)N/N=C/C=C/c1ccccc1	-11	-1.4	0.1	2.1	-2	6	-1.2	8	-2
O=C(CN(CC1CCCO1)C(=O)CNS(=O)(=O)c1ccc(F)cc1)NC1CCCC1 (configuration not stated)	13	0.9	-6.3	-3.4	-7	1	-0.1	-9	-6
CN(C)Cc1cn(CCC(=O)O)c2ccccc12	1	-1.1	·	-1.2	-1	0	0.3	-6	1
Cc1ccc2c(CN3CCCCC3)cc(=O)oc2c1C	-8	0.5	-0.2	-1.5	2	13	-5.7	-9	-6
O=C(CCCCn1c(=O)[nH]c2ccsc2c1=O)NCC1CCCO1 (configuration not stated)	-13	0.2	·	-1.3	-5	-6	-2.7	0	-5
COc1ccccc1C=NN1CCCCCC1	5	·	0.5	-0.1	-5	1	0.5	-8	-3
CC(Oc1ccc(Br)cc1)C(=O)Nc1ccc(S(=O)(=O)N(C)C2CCN(C)CC2)cc1 (configuration not stated)	-4	-0.3	0.5	-2.7	2	-12	-4.7	-15	2
CC(C)NC(=O)CSc1nc(-c2ccccc2)cs1	5	-0.3	0.2	-1.0	-5	-8	-3.4	-3	-5
O=C(Cc1cccs1)N=Nc1c(O)[nH]c2ccccc12	-1	-1.7	0.4	-0.7	-22	6	-2.1	-7	3
CCCn1c(C)cc(C(=O)COC(=O)c2cc(=O)[nH]c3ccccc23)c1C	8	·	0.5	0.2	-3	-1	-1.6	0	3
COC(=O)c1cc(-c2ccc(Cl)cc2)n(-c2ccc(S(N)(=O)=O)cc2)n1	-7	-0.3	2.1	-0.3	-1	-3	-1.1	1	-1
Cc1ccc(OCCn2c3ccccc3n3nc(C)c(=O)nc23)cc1	2	0.7	·	0.0	2	-5	-0.5	-8	0
CCOC(=O)C1(CC2CCCCO2)CCN(Cc2nc3ccccc3[nH]2)CC1 (configuration not stated)	6	1.3	-0.6	-0.3	-3	-1	-1.6	-2	0
CCC(c1nnnn1CCOC)N1CCN(C(=O)c2ccco2)CC1 (configuration not stated)	6	0.5	·	-0.3	-6	0	0.5	-5	-3
